Salmonella PhoP GFP = PhoP regulon inhibitors, Salmonella typhi PhoP promoter GFP reporter, confirmatory (AID 1850); Salmonella Typhi PhoP-promoter GFP reporter, fluorescence, 4 h; higher % means a stronger effect; inhibition, % at 50 µM, or IC50 in µM where a hit was titrated; 310,000 compounds, 0.33% hits; in the data active means a potency from the dose series; inconclusive means inhibition mostly from about 25% at the one dose, without a potency; inactive means the rest, 99 in 100 with inhibition below about 19%;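 further: 0% = induced wells with vehicle and 100% = uninduced wells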
VEEV TC-83 Vero = inhibitors of VEEV TC-83 cytopathic effect, confirmation, Vero cells (AID 588727); 350,000 compounds, 0.13% hits; Vero cells, VEEV TC-83 cytopathic effect inhibition; higher % means a stronger effect; one-dose inhibition, % at 20 µM; IC50 in µM for titrated hits; in the data active means a potency from the dose series; inconclusive means inhibition mostly from about 14% at the one dose, without a potency; inactive means the rest, 99 in 100 with inhibition below about 12%; further: strong numbers were not always called active
tuberculosis growth = growth inhibition of non-replicating M. tuberculosis (AID 488890); Mycobacterium tuberculosis non-replicating, growth inhibition; higher % means a stronger effect; one-dose inhibition, % at 25 µM; IC50 in µM for titrated hits; 320,000 compounds, 0.39% hits; in the data active means a potency from the dose series; inconclusive means inhibition mostly from about 82% at the one dose, without a potency; inactive means the rest, 99 in 100 with inhibition below about 76%;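 further: plate controls were DMSO cells for no effect and high antibiotic wells for full effect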
influenza NS1A = H1N1 influenza NS1A inhibitors, functional cell based assay (AID 504329). NS1A functional cell-based assay, percent inhibition; higher % means a stronger effect. one-dose inhibition, % at 12.5 µM; IC50 in µM for titrated hits. 340,000 compounds, 0.3% hits; in the data active means a potency from the dose series; inconclusive means inhibition above about 27% without an active follow-up result; further: strong numbers were not always called active
H37Rv inhibition = M. tuberculosis growth inhibition, HTS (AID 449762); one-dose inhibition, % at 25 µM; IC50 in µM for titrated hits; 330,000 compounds, 0.59% hits; M. tuberculosis H37Rv growth inhibition, 7H9 media; higher % means a stronger effect; in the data active means a potency from the dose series; inconclusive means inhibition above about 70% without an active follow-up result;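 further: bacterial growth assessed after seven days of incubation; strong numbers were not always called active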
VEEV TC-83 Vero 10K pilot screen = recorded beside VEEV TC-83 Vero, whose call it bears; inhibition, %; measured here: 10K pilot screen inhibition
Active calls of the source: *; i = inactive; ? = inconclusive; · = no result given; & = joins results of further samples. An unsorted share of the library; any-hit rate near 1.4%.

SMILES | Salmonella PhoP GFP | VEEV TC-83 Vero | tuberculosis growth | influenza NS1A | H37Rv inhibition | others
Cc1cc2nc3n(c2cc1C)CC1CC(C(=O)NCc2ccco2)N(C)C31 (stereo not given) | -8% | 0.4% | 1% | -7% | -4%
Cc1ccc(NC(=O)c2ccc3c(c2)N(CC(=O)N2CCCCC2)C(=O)C(C)(C)O3)cc1 | -1% | 2.5% | 10% | -1% | 2%
Cc1cc(C)c(-n2nnnc2SCC(=O)c2cc3ccccc3o2)c(C)c1 | 7% | 0.4% | 2% | · | -1%
COc1ccc(CNC(=O)CN(CC2CCCO2)C(=O)CNS(=O)(=O)c2ccc(F)cc2)cc1 (stereo not given) | · | 1.2% | · | -1% | ·
Cc1ccc(Nc2c([N+](=O)[O-])c(=O)n(C)c3ccccc23)cc1 | -4% | 0.6% | 55% | -2% | 0%
C[N+](C)(C)CCOc1ccc([N+](=O)[O-])cc1 | 1% | 0.4% | -2% | -5% | 3%
Cc1cc(NC(=O)C(C)SCC(=O)N(Cc2ccccc2)c2ccccc2)no1 (stereo not given) | 4% | >25µM* | -4% | 11% | -5%
Cc1cc(C(=O)NNC(=O)c2ccc(S(=O)(=O)N(C)C)cc2)c(C)o1 | 1% | 2.2% | -14% | -11% | 0%
CC(C)c1nnc(NC(=O)C2CCN(C(=O)Nc3ccc(Cl)cc3)CC2)s1 | -1% | 1.5% | 9% | 5% | 21%
CSCc1ccc(C(=O)NC(C)c2cnn(-c3ccccn3)c2C)o1 (stereo not given) | -6% | 3.7% | 8% | -10% | -15%
Cn1ccnc1Sc1ccc(C(N)=O)cc1[N+](=O)[O-] | 4% | 1.0% | 8% | 10% | 12%
COc1ccc(-c2noc(N3CCCC(C(=O)Nc4ccccc4F)C3)n2)cc1 (stereo not given) | 5% | 0.5% | 2% | 3% | -5% | VEEV TC-83 Vero 10K pilot screen=1.6
CCCCOc1ccc(N2CC(C(=O)NCCc3ccc(OC)c(OC)c3)CC2=O)cc1 (stereo not given) | 2% | 0.5% | 27% | 1% | 4%
CC(CC(=O)NNC(=O)c1ccncc1)c1ccccc1 (stereo not given) | -13% | 1.1% | 42% | -3% | -4%
N#CNC(=Nc1cccc(F)c1)SCc1ccccc1 | -9% | 2.2% | 63% | 1% | -4%
Cc1ccc(C)c(-n2ccnc2SCC(=O)c2c(N)n(C3CC3)c(=O)[nH]c2=O)c1 | · | 9.4% | 14% | 6% | -4%
Cc1cc(=O)[nH]c(SCc2nnc(-c3ccccc3)o2)n1 | -17% | 1.7% | 18% | -17% | 10%
CCc1nn(CC(=O)NCCN2CCOCC2)c(=O)c2cc3c(OC)cccc3n12 | 6% | i | -3% | 10% | -1%
COCCn1c(SCC(=O)N2CCCc3ccccc32)nc2cccnc21 | 2% | 1.8% | 59% | -8% | ?
COc1ccc2[nH]cc(C(=O)C(=O)N3CCCCC3)c2c1 | 3% | 0.8% | -8% | 0% | -12%
O=C(NCc1cccc(F)c1)C1CCC(=O)N(CCc2cccc(F)c2)C1 (stereo not given) | -6% | 0.8% | 3% | 11% | -4%
COc1cc(C(=O)N2CCN(C)C(C)C2)ccc1OC1CCN(C(C)=O)CC1 (stereo not given) | -6% | 1.1% | 0% | -11% | 0%
Cc1noc(C)c1NC(=O)N(C)C[C@H]1Oc2ccc(NS(=O)(=O)c3cn(C)cn3)cc2C(=O)N([C@H](C)CO)C[C@@H]1C | · | 0.5% | 0% | -1% | 3%
Cc1ccc(N2CC(O)Cn3c2nc2c3c(=O)n(C)c(=O)n2C)cc1 (stereo not given) | 12% | i | -5% | 8% | -1%

Quoted at random: 7 records from the list, in no set order.
SMILES | Salmonella PhoP GFP | VEEV TC-83 Vero | tuberculosis growth | influenza NS1A | H37Rv inhibition | others
Cc1cc(C)c(-n2nnnc2SCC(=O)c2cc3ccccc3o2)c(C)c1 | 7% | 0.4% | 2% | · | -1%
Cc1cc2nc3n(c2cc1C)CC1CC(C(=O)NCc2ccco2)N(C)C31 (stereo not given) | -8% | 0.4% | 1% | -7% | -4%
CCc1nn(CC(=O)NCCN2CCOCC2)c(=O)c2cc3c(OC)cccc3n12 | 6% | i | -3% | 10% | -1%
CCCCOc1ccc(N2CC(C(=O)NCCc3ccc(OC)c(OC)c3)CC2=O)cc1 (stereo not given) | 2% | 0.5% | 27% | 1% | 4%
CSCc1ccc(C(=O)NC(C)c2cnn(-c3ccccn3)c2C)o1 (stereo not given) | -6% | 3.7% | 8% | -10% | -15%
COCCn1c(SCC(=O)N2CCCc3ccccc32)nc2cccnc21 | 2% | 1.8% | 59% | -8% | ?
Cc1ccc(C)c(-n2ccnc2SCC(=O)c2c(N)n(C3CC3)c(=O)[nH]c2=O)c1 | · | 9.4% | 14% | 6% | -4%

(more compounds)
SMILES | Salmonella PhoP GFP | VEEV TC-83 Vero | tuberculosis growth | influenza NS1A | H37Rv inhibition | others
CCOC(=O)c1ccc(NC(=O)C2C3C=CC(O3)C2C(=O)O)cc1 (stereo not given) | -13% | · | 21% | · | ?
Cc1nn(-c2ccc(F)cc2F)c2c1-c1nc(N3CCCC3)ncc1CC2 | -9% | i | 78% | 7% | 69%
Cc1ccc(C(=O)/C=C/Nc2cccc([N+](=O)[O-])c2)o1 | -15% | 0.7% | 26% | 2% | -2%
Cc1ccc(S(=O)(=O)Cn2nnnc2C(CC(C)C)N2CCN(C3CCCC3)CC2)cc1 (stereo not given) | -2% | i | 0% | -5% | -2%
Cc1c(/C=N/NC(=O)c2cccnc2)c2ccccn2c1C(=O)c1ccc(F)cc1 | -7% | · | 13% | · | 1%
COc1ccc(N(Cc2cc3cccc(C)c3[nH]c2=O)C(=O)C2CCCO2)cc1 (stereo not given) | 4% | 1.7% | 11% | -26% | 0%
O=C1c2ccccc2C(=O)N1CCSc1ccccc1 | -3% | 0.2% | 20% | -3% | 14%
C#CC[N+]1(C)[C@@H]2CC(OC(=O)C(CO)c3ccccc3)C[C@H]1C(O)C2 (stereo not given in full) | 1% | i | -3% | -5% | 0%
O=C(NC1CCCCCC1)c1cc(S(=O)(=O)N2CCOCC2)ccc1F | 4% | i | -1% | 7% | 2%
Cc1csc(SCC(=O)Nc2cc([N+](=O)[O-])ccc2F)n1 | · | 3.5% | 78% | -12% | 1%
Cc1cc(OC(=O)c2ccc(Cl)cc2)cc(=O)n1C | 8% | i | 11% | -3% | 2%
CCc1cc2c(SCC(=O)Nc3cc(C)on3)ncnc2s1 | 4% | 0.2% | -12% | 1% | -3%
CN=C(SCC(=O)c1cccc(Cl)c1)c1c(O)n(C)c(=O)n(C)c1=O | -2% | 1.0% | -2% | -2% | -11%
COC(=O)C1=CN(Cc2ccc(C)cc2)C=C(C(=O)OC)C1c1ccc(F)c(F)c1 | 8% | 1.0% | -14% | -12% | 7%
COc1ccc(S(N)(=O)=O)cc1C(=O)OCC(=O)NC(C)(C#N)C1CC1 (stereo not given) | · | 1.7% | 0% | 2% | 2%
CCOc1ncccc1C(=O)Nc1cccc(-c2nc3cccnc3s2)c1 | -4% | 9.1% | -4% | -3% | 3%
Cc1ccc2c(c1)C1(C(=O)N2)N2CCCC2C(C(=O)c2ccc3ccccc3c2)C12C(=O)Nc1ccccc12 (stereo not given) | · | 1.5% | · | -2% | ·
Cc1nn(CC(=O)N(C)C2(C#N)CCCCC2)c(C)c1[N+](=O)[O-] | · | 2.8% | -3% | -3% | -4%
Cc1cc(OCC(=O)c2ccc(C(F)(F)F)cc2)n2cnnc2n1 | 4% | 3.0% | 4% | 9% | -4%
O=C(Nc1ccc(S(=O)(=O)Nc2nccs2)cc1)c1ccc(F)c(S(=O)(=O)N2CCOCC2)c1 | -5% | i | 39% | 2% | -3%
O=C(O)CSCC(=O)Nc1ccc(Cl)cc1C(F)(F)F | 8% | 0.7% | 16% | -3% | -8%
O=S(=O)(Nc1nc2ccccc2nc1N1CCN(CCO)CC1)c1cc(F)ccc1F | · | 2.2% | 6% | 2% | -12%
CCc1nc(N[C@@H](Cc2c[nH]c3ccccc23)C(=O)O)c2oc3ccccc3c2n1 | -3% | 2.1% | 2% | 10% | 1%
O=C(COC(=O)c1cc(=O)[nH]c2ccccc12)Nc1nc(-c2ccc(F)cc2)cs1 | · | 1.3% | · | 15% | ·
COc1ccc(OC)c(S(=O)(=O)N2CCCC(N3CCN(c4ccccc4)CC3)C2)c1 (stereo not given) | 3% | 1.0% | -21% | 8% | 5%
O=C(NCCO)c1ccc2c(c1)S(=O)(=O)c1ccccc1C2=O | 5% | 0.3% | · | 1% | -5%
COc1cccc(CCNC(=O)CC2C(=O)NCCN2Cc2ccc(Cl)c(F)c2)c1 (stereo not given) | -9% | 2.3% | 14% | 6% | 4%
COc1ccc(NC(=S)N2CCC(NC(=O)C3CCCCC3)CC2)cc1 | 0% | 2.0% | -8% | 11% | -7%
Cc1cc(NC(=O)CCN2C(=O)C3C4C=CC(C4)C3C2=O)ccc1Br (stereo not given) | 6% | 1.3% | 8% | 2% | 92%
O=C(CSc1nncn1-c1ccccc1)Nc1c(F)cccc1F | 9% | i | -6% | 1% | 3%
Cn1c2ccccc2c2cc(C(=O)N3CCOCC3)sc21 | -4% | i | -8% | 0% | 4%
Cc1cc(=O)[nH]c(SCc2cc(=O)n3nc(C)sc3n2)n1 | · | 0.3% | · | 31% | -6%
COc1ccccc1N1C(N)=NC(N)=NC1(C)C | -3% | 0.9%&0.6% | -18% | 3% | -4%
Cn1cccc1CC(=O)NNC(=O)Nc1ccc(F)cc1 | -4% | 0.1% | -18% | -6% | 8%
Nc1ccc(-n2nncc2-c2ccc(Cl)cc2)cc1 | 0% | 1.8% | -1% | 3% | 4%
COc1ccc(S(=O)(=O)N2CCC(C(=O)Nc3c(F)cccc3F)CC2)cc1 | -6% | 0.8% | -24% | 3% | -1% | VEEV TC-83 Vero 10K pilot screen=0.2
Cc1cccc(C(=O)N2CCN(C(=O)c3cccc(C)c3)C(C)C2)c1 (stereo not given) | -6% | 0.8% | 13% | -2% | 4%
CC(=O)c1ccc(NC(=O)COC(=O)c2ccccc2N=Nc2ccc(N(C)C)cc2)cc1 | -2% | 8.2% | ? | 17% | ?
COC(=O)[C@@H]1C[C@@H](c2ccccc2)[C@H](C)C1(C)C | 2% | 0.4% | 1% | -14% | -3%
O=C(CN1CCN(c2ccccc2)CC1)N1CCc2ccccc21 | -2% | 0.3% | 2% | -3% | -2%
O=c1oc2ccc(C#CC3(O)CCCCC3)cc2cc1-n1cc(C2(O)CCCCC2)nn1 | · | 0.1% | 1% | 3% | -10%
N#Cc1ncc(C(F)(F)F)cc1Sc1ccccc1N | 1% | 1.4% | 5% | 1% | -6%
CCOc1ccc(C(=O)NNC(=O)c2cc(S(=O)(=O)N3CCOCC3)ccc2Cl)cc1 | · | 0.6% | 22% | -5% | 4%
COc1ccccc1/C=N/NC(=O)CC(=O)Nc1ccc(Cl)c(Cl)c1 | 1% | 2.5% | -1% | 18% | -10%
CCOC(=O)C(=O)NC1CCSC1=O (stereo not given) | 7% | 1.0% | -1% | 3% | 7%
CCCCNC(=O)O/N=C(\N)CS(=O)(=O)C(C)(C)C | 3% | 0.8% | 19% | -23% | 3%
Cc1cc(NC(=O)CSc2nc(N)c(NC(=O)c3ccccc3)c(=O)[nH]2)no1 | 3% | i | -1% | 4% | 3%

Compound activity deposited in PubChem by Southern Research Specialized Biocontainment Screening Center.
